XiGFP reactiv: activators of inactive X chromosome reactivation, primary screen, imaging, XiGFP fibroblasts, GFP high-content imaging, set 2 | activation, % at 7.58 µM | 360,000 compounds, 0.055% hits | XiGFP mouse fibroblasts, % GFP-positive cells imaging, 3 d; cells co-treated with 5-aza-dC sensitizer; scaled so ellipticine positive control = 100%;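 active = mean normalized replicate activation at least 10% and every replicate at or above 10%; inconclusive = only one of the two criteria met; inactive = mean below 10% and not all replicates reach 10%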;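 also: 0% = median of on-plate neutral control wells and 100% = ellipticine 6 µM median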
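material = 68-5-11 XiGFP fibroblast line | medium = DMEM plus 5-aza-dC sensitizer | schedule = 3 days compound exposure | benchmarks = positive control ellipticine, 6 µM final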
ARNT-TACC3 inh: disruptors of ARNT/TACC3 protein interaction, primary screen, biochemical, AlphaScreen, single concentration | Transforming acidic coiled-coil-containing protein 3 (Homo sapiens), Q9Y6A5 | AlphaScreen His-ARNT PAS-B/GST-TACC3 binding, luminescence; TACC3 fragment carries E629A point mutation | inhibition, % at 9.99 µM | 390,000 compounds, 0.66% hits | AID 623870, 2012;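 active = mean inhibition of replicates at least 50% and at least half of replicates each reaching 50%; inconclusive = half or more replicates reach 50% but mean below 50%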;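 also: 0% = complete ARNT plus TACC3 wells and 100% = ARNT alone without TACC3; many hits fall short of the cut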
EWS-Fli block: EWS/Fli-driven NR0B1 reporter inhibitors, primary screen, A673 cells, NR0B1 luciferase, luminescence, MLPCN library. viability-normalised. 350,000 compounds, 0.67% hits. AID 651661, 2012. inhibition, % at 12.6 µM;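 active = mean inhibition of at least 50% after viability correction, with every replicate also passing that limit; inconclusive = mean reaches 50% but only one of two replicates passes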;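 also: firefly luciferase signal divided by Alamar Blue viability fluorescence both relative to DMSO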
CFTR F508del cor: F508del CFTR correction, initial screen, CFBE line, single point; CFBE cells, YFP halide quenching; stimulated with forskolin plus potentiator P3; % fluorescence drop versus neutral controls; activity (quench increase), % at 7.58 µM; 350,000 compounds, 0.36% hits; AID 720511, 2013;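 active = mean added fluorescence quench of at least 8% versus neutral control, with both replicates also reaching 8%; inconclusive = only one of the mean or replicate conditions met; inactive = mean below 8% and not both replicates reaching 8%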;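 also: cells transiently co-express mutant CFTR-F508del with the halide-sensitive YFP; corrector assay measuring rescue of mutant channel to the surface after 24 h compound exposure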
ERp5 block: inhibitors of ERp5-driven insulin aggregation, primary screen, biochemical, turbidity, absorbance 650 nm, single point. Protein disulfide-isomerase A6 (Homo sapiens), Q15084. 90 min. inhibition, % at 9.99 µM. 350,000 compounds, 0.05% hits;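 active = mean replicate inhibition above about 25%, with every replicate also reaching it, limit read from the data, passing the limit was not always enough; inconclusive = only one of those two criteria met; inactive = neither criterion met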
Target sequence (Q15084 whole entry, looked up): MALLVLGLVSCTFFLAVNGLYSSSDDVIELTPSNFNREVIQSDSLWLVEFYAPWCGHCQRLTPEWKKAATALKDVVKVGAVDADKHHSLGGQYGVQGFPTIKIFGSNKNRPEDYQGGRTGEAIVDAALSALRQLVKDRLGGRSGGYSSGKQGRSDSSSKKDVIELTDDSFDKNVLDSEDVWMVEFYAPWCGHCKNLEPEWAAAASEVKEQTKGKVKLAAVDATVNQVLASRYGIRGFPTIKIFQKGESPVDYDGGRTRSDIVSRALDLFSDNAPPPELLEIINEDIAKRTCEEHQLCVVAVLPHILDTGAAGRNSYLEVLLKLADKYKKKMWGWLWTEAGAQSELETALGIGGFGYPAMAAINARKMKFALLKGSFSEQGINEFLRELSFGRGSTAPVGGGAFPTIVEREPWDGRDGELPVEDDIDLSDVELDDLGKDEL
GSIS activator: GLuc luminescence reporter in INS-1E cells, primary screen for activators of glucose-dependent secretion of insulin; INS-1E GLuc reporter insulin secretion, 2-3 h; activation, % at 16.6 µM; AID 743287, 2014; 370,000 compounds, 0.61% hits;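 active = lowest replicate activation of at least 40%, so every replicate reaches that level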;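 also: 0% = median of neutral control wells and 100% = median of IBMX positive control wells; some compounds called inactive have numbers as strong as hits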
DENV2 CPE: inhibitors of DENV2 cytopathic effect, primary screen, cell-based, plate reader, single concentration; AID 651640, 2012; 350,000 compounds, 1.7% hits; DENV2-infected cells, cytopathic effect rescue; CPE inhibition, % at 9.99 µM; in the data active = CPE inhibition above about 20%, passing the limit was not always enough; inconclusive = no clear call, values can overlap the other calls; tested in BHK-21 cells;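 also: 0% = median of neutral control wells and 100% = median of positive control wells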
PAX8 inh HTS: inhibitors of PAX8-driven TPO luciferase reporter, primary screen, RMG-I cells, single concentration | SteadyGlo, 24 h | inhibition, % at 12.6 µM | 360,000 compounds, 1.2% hits | AID 652154, 2013;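 active = mean replicate inhibition at least 60% with every replicate also reaching 60%; inconclusive = only one of the two criteria is met; inactive = mean below 60% and not all replicates reaching 60%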;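 also: luciferase light reporting Pax8 driven TPO promoter activity; plate controls were median of neutral control wells for no effect and mitoxantrone controls for full effect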
Numbers without * were called inactive; ? = inconclusive; . = not tested or not shown. Outcome played no part in choosing rows; about 4.2% have a hit in one of these screens.

SMILES	XiGFP reactiv	ARNT-TACC3 inh	EWS-Fli block	CFTR F508del cor	ERp5 block	GSIS activator	DENV2 CPE	PAX8 inh HTS
O=S(=O)(c1ccccc1F)N1CC[C@@H]2[C@@H](CO)Nc3ccc(-c4ccccc4)cc3[C@@H]21	0.7	14.2	5.3	-2.4	0.3	3.5	4.7	14.8
CCCc1nnc(NC(=O)CCC(=O)O)s1	0.0	-1.3	-3.1	0.7	1.3	5.6	5.6	20.6
Cc1ccc(-c2csc3ncnc(NCCC(=O)O)c23)cc1	0.0	-1.6	4.8	2.6	0.5	-13.0	16.0	14.2
CCOC(=O)C1CCCN(C(=O)Cn2cnc3sc(C)c(S(=O)(=O)N4CCOCC4)c3c2=O)C1 (stereo not drawn)	0.0	-7.1	1.7	-1.2	-8.6	-5.3	1.1	15.2
O=C(C[C@H]1CC[C@@H]2[C@H](COC[C@H](O)CN2S(=O)(=O)c2ccc(Cl)cc2)O1)N[C@H]1CCN(Cc2ccccc2)C1	0.1	18.0	9.4	1.5	1.8	-9.2	-6.1	21.2
Cc1ccccc1NC(=O)COC(=O)C1(C)CC1(Cl)Cl (stereo not drawn)	-1.2	.	-10.3	-0.4	2.7	-10.7	.	-7.4
COc1ccccc1-c1ccc2c(c1)O[C@H](CN(C)S(=O)(=O)c1ccc(F)cc1)[C@@H](C)CN([C@@H](C)CO)S2(=O)=O	-0.1	-0.9	-1.2	2.6	0.4	0.0	?	53.5
COCOCCn1cc(CN2CCS(=O)(=O)N(Cc3ccc(-c4cccc(CO)c4)cc3)C(C(C)C)C2=O)nn1 (stereo not drawn)	0.3	.	-7.4	5.0	-1.8	29.4	3.0	1.5
Cc1cccc(N(CC(=O)NCC2CCCO2)C(=O)CCC(=O)Nc2nccs2)c1 (stereo not drawn)	0.1	3.5	-10.7	-1.0	5.2	15.2	2.6	7.2
C[C@@H]1CN([C@@H](C)CO)C(=O)c2cc(NC(=O)Nc3cccc4ccccc34)ccc2O[C@@H](C)CCCCO[C@@H]1CN(C)C(=O)C1CCCCC1	0.2	30.2	-8.2	1.1	-0.9	11.5	2.0	9.5
CCOC(=O)c1sc(NC(=O)/C=C/c2ccccc2)nc1C	0.2	-0.5	-21.6	.	2.5	4.4	-12.2	-14.6
O=C(Nc1ccc2ccccc2n1)c1ccccc1Br	0.0	-6.0	-88.2	-1.4	-0.3	.	2.8	-122.6
COc1ccc(C(=O)COC(=O)CCc2nc3ccccc3[nH]c2=O)cc1Br	0.2	-5.1	4.4	4.2	-1.5	12.8	5.7	-11.4
C=CCNc1nnc(Cl)c2ccccc12	.	9.4	7.3	-0.6	-0.5	22.3	-6.1	.
O=C1CCCC2=C1CC(C(=O)OCc1ccccc1)C(=O)N2Cc1ccccc1 (stereo not drawn)	-0.1	23.1	-8.2	-2.2	1.8	-14.3	0.5	10.1
CCC(=O)NC(c1cc(Cl)c2cccnc2c1O)C(C)C (stereo not drawn)	0.0	54.2*	14.2	1.3	-4.7	7.3	-5.0	46.4
O=C(CNC(=O)c1ccco1)OCC(=O)c1ccc(Cl)cc1Cl	.	-2.9	4.0	1.4	-2.5	15.0	13.5	-6.3
COc1ccc(N2CC(C(=O)N/N=C/c3cc([N+](=O)[O-])ccc3O)CC2=O)cc1 (stereo not drawn)	0.0	33.9	-2.6	1.6	-3.0	5.9	4.3	8.8
C[C@@H]1CN([C@H](C)CO)C(=O)c2cc(NC(=O)c3ccccc3)ccc2O[C@@H](C)CCCCO[C@H]1CN(C)Cc1ccc(C(F)(F)F)cc1	-0.5	-20.1	16.6	-0.3	-4.6	-18.3	7.8	98.9*
COc1ccccc1CCNC(=O)c1ccc(NC(=O)CC2SC(N3CCCCC3)=NC2=O)cc1 (stereo not drawn)	0.4	.	-2.1	-0.1	-0.1	-14.5	-2.5	23.9
C/C=C/c1ccc([C@H]2[C@@H](CO)N(CC3CC3)C23CN(S(C)(=O)=O)C3)cc1	0.0	.	-2.4	0.4	-1.4	-0.6	51.2*	6.2
O=C(COC(=O)c1ccc(Cl)cc1)NC1CCCCCC1	0.0	-0.9	3.2	1.7	-1.9	1.7	-4.0	3.6
CCc1nnc(NC(=O)c2ccco2)s1	0.0	.	-17.9	-1.7	5.9	.	-10.0	-47.3
Cc1nnc(NC(=O)CSc2nnc(NC(=O)C(C)(C)C)s2)s1	0.0	-7.3	1.3	0.9	-0.6	2.2	1.6	7.2
C=CCNC(=S)NNc1nc(N2CCCC2)nc(N2CCCC2)n1	0.0	0.8	7.2	-2.0	-0.3	-3.6	-7.3	-7.9

The results go on.
SMILES	XiGFP reactiv	ARNT-TACC3 inh	EWS-Fli block	CFTR F508del cor	ERp5 block	GSIS activator	DENV2 CPE	PAX8 inh HTS
Cc1ccc(S(=O)(=O)NCCNc2ccc(Br)c(C)c2)cc1	0.0	.	7.9	-1.9	-4.3	6.0	2.3	16.2
COc1ccc(CCNC(=O)CSc2ccc3nnc(CCNC(=O)c4ccc(C)cc4)n3n2)cc1OC	0.0	-4.2	1.8	-1.7	4.5	-6.9	5.8	2.2
O=C(C1=C[C@@H](C2CC2)C[C@@H](OCCCCO)O1)N1CCN(Cc2ccccc2)CC1	-0.4	1.8	5.9	2.6	4.8	.	-17.1	-7.4
N#Cc1ccccc1Cn1c(=O)oc2ccccc21	0.0	-1.7	-2.8	-1.2	0.2	1.1	-3.5	7.9
CC1=NN(C(=O)Cc2ccc([N+](=O)[O-])cc2)C(O)(C(F)(F)C(F)(F)F)C1 (stereo not drawn)	0.0	4.4	3.2	2.1	0.8	-0.9	-5.0	8.8
c1ccc2c(c1)C(=NCC1CCCO1)NC2=NCC1CCCO1 (stereo not drawn)	.	-7.7	6.0	0.0	-7.9	31.1	-2.0	.
CCOC(=O)[C@@H]1CSCCS(=O)(=O)N1C(=O)[C@H](CCSC)NC(=O)OC(C)(C)C	0.3	.	3.5	4.0	5.0	-8.1	-11.1	3.5
CC(/C=N/NC(=O)c1cccc(F)c1)=C\c1ccccc1	0.0	2.0	-7.4	1.8	-5.3	-10.2	-0.1	-98.2
COc1ccc(-c2ccc(CCC(=O)O)o2)cc1	0.0	19.5	-12.1	-2.0	-5.7	9.8	-4.4	-53.1
Nc1[nH]c(C(=O)c2ccc(Br)cc2)c(-c2ccc(Br)cc2)c1C(=O)NCc1cccc2ccccc12	0.1	.	-8.1	-2.0	-5.5	.	.	-28.7
CC(=O)N(C)C[C@@H]1Oc2ncc(-c3ccccc3C)cc2C(=O)N([C@@H](C)CO)C[C@H]1C	0.8	-2.0	0.4	0.7	2.7	5.3	0.5	.
CCOc1ccccc1C=C1SC(=S)NC1=O	0.1	-3.4	-14.3	5.5	-13.5	-29.8	34.9*	-19.2
C=CCNc1nc(NCc2ccc(N(C)C)cc2)c2sc(-c3ccccc3)cc2n1	0.0	.	-80.7	0.1	0.2	2.9	-6.4	-174.2
CCC1CCC(c2nnc(-c3ccc([N+](=O)[O-])cc3)o2)CC1 (stereo not drawn)	0.0	0.8	.	.	.	9.5	.	-22.6
CC(O)C(NS(=O)(=O)c1ccc(Cl)cc1)C(=O)OCCOc1ccc(F)cc1 (stereo not drawn)	0.1	.	-1.9	5.8	1.2	.	-8.8	10.1
Cc1noc(C)c1NC(=O)N(C)C[C@H]1Oc2ccc(NC(=O)C3CCCCC3)cc2C(=O)N([C@H](C)CO)C[C@H]1C	0.2	0.3	-4.3	-1.6	6.6	16.2	-2.2	.
O=C(O)c1ccccc1-n1ncc2c1/C(=C/c1ccc(Cl)cc1)CC2	0.0	.	-11.9	1.5	-1.0	8.3	2.7	-8.0
Cc1nc2cc(-c3cccc(F)c3)nn2c(C)c1CCC(=O)NC(C)c1ccc2c(c1)OCCO2 (stereo not drawn)	0.2	1.1	41.1	1.3	3.0	.	-2.1	14.2
COc1ccc(S(=O)(=O)N(C)C[C@@H]2Oc3ccc(NC(=O)CCC(F)(F)F)cc3CC(=O)N([C@@H](C)CO)C[C@@H]2C)cc1	0.0	-21.0	-89.4	2.4	-1.1	-6.3	41.6*	22.3
CC(=O)c1cc(-c2ccc(F)cc2)n(CCC(=O)NC(C)(C)C)c1C	0.0	.	4.0	1.1	6.9	1.0	7.6	9.1
CC(C)Nc1ncnc2c1cnn2-c1ccc(Cl)cc1	0.0	-6.1	18.2	-2.6	-4.0	.	7.6	-106.0
Cc1ccc(N2C(=O)N(CC(=O)Nc3ccc([N+](=O)[O-])cc3)C(=O)C2C)cc1 (stereo not drawn)	0.3	10.4	-21.5	0.6	6.5	-40.5	10.1	-14.3
CC(C)c1cc(CN2CCN(C3CCCC3)C(CCO)C2)[nH]n1 (stereo not drawn)	-0.1	-6.3	12.4	0.2	4.5	7.0	0.3	12.2
On1c(-c2ccccc2)nc2ncccc21	0.0	6.1	13.3	0.1	1.8	1.3	-0.6	19.5
CCOC(=O)c1cc(OC(=O)c2ccccc2Br)n(-c2ccccc2)n1	.	5.2	0.0	-1.1	-0.2	-27.6	3.1	.

Individual results from the entries so far.
In EWS-Fli block, `Cc1ccc(N2C(=O)N(CC(=O)Nc3ccc([N+](=O)[O-])cc3)C(=O)C2C)cc1` (stereo not drawn) is entered as -21.5
In XiGFP reactiv, `Nc1[nH]c(C(=O)c2ccc(Br)cc2)c(-c2ccc(Br)cc2)c1C(=O)NCc1cccc2ccccc12` is entered as 0.1
In CFTR F508del cor, `c1ccc2c(c1)C(=NCC1CCCO1)NC2=NCC1CCCO1` (stereo not drawn) is entered as 0.0

Additional structures
SMILES	XiGFP reactiv	ARNT-TACC3 inh	EWS-Fli block	CFTR F508del cor	ERp5 block	GSIS activator	DENV2 CPE	PAX8 inh HTS
Cc1ccc(-c2cc(C(=O)Nc3ccccc3C(N)=O)c3ccccc3n2)o1	0.0	.	-33.6	0.3	3.6	.	0.1	-28.4
C[C@@H]1CN([C@@H](C)CO)C(=O)c2cccc(NS(=O)(=O)c3ccc(F)cc3)c2O[C@@H]1CN(C)S(=O)(=O)c1ccccc1	0.5	3.6	-3.1	2.4	.	-2.7	0.0	13.2
C[C@@H]1CN([C@@H](C)CO)C(=O)c2cc(NC(=O)c3ccncc3)ccc2O[C@@H]1CN(C)Cc1ccc2c(c1)OCO2	-0.1	.	-1.8	-1.1	-3.9	-10.5	1.0	-15.4
COc1cccc(C(=O)NCc2ccco2)c1	0.0	-2.0	-5.7	0.4	2.2	-5.1	-2.9	-9.8
O=C(NCCNc1ccc([N+](=O)[O-])cc1)c1ccccc1Cl	0.1	.	4.9	0.7	-5.0	-2.7	1.8	13.4
CCCNC(=O)N1CC2(C1)[C@H](c1ccccc1)[C@H](CO)N2CC1CCCC1	0.1	.	-1.3	1.5	0.2	-3.7	-2.6	.
O=c1c(O)c(-c2ccccc2)oc2cc(O)ccc12	0.7	.	-13.5	-3.9	6.1	.	7.3	-79.8
Cc1ccc(C)c(N2CCN(S(=O)(=O)c3c(C)[nH]c(C)c3C(=O)N3CCCCC3)CC2)c1	0.0	7.7	.	-1.1	0.6	-32.3	9.4	-0.6

Screens deposited in PubChem by Broad Institute.
